Source: PubChem
DAX1 inh-1: NR0B1 (DAX1) inhibition | AID 504766 | inhibition, % at 6.75 µM | P51843 | hit rate 0.99% among 340,000 | HEK293 Gal4-DAX1 luciferase reporter, luminescence;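 active means inhibition above the mean over all tested compounds plus 3 SD, cut at about 4.2% in these data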;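 further: 0% = DAX1-transfected cells with DMSO and 100% = empty-vector control cells with DMSO; inhibition shows as a rise in luminescence from relieved DAX1 repression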
FXN GAA850 act: frataxin GAA850 promoter activation; HEK293 lucGAA850 FXN promoter luciferase reporter, 24 h; percent of 10 µM SAHA response; activation, % at 6 µM; hit rate 0.56% among 360,000; AID 540364;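 active means activation above the average of all compounds screened plus 3 SD, cutoff fixed separately per campaign, cut at about 7.5% in these data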;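 further: 0% = DMSO wells and 100% = 10 µM SAHA wells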
ssDAF12 agonist: S. stercoralis DAF-12 activation, primary screen; HEK293 ssDAF-12/GRIP1 lit1-tk-luc reporter, luminescence; % of 3 µM dafachronic acid response; activation, % at 6.8 µM; hit rate 1% among 370,000;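 active means activation above the mean over all tested compounds plus 3 SD, cut at about 0.9% in these data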;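 further: 0% = DMSO-only wells and 100% = 3 µM delta7-dafachronic acid wells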
GC-B act: GC-B (human) receptor activation. P20594. HEK293-GC-B cells, CNP EC30, cGMP TR-FRET; 0% at EC30 CNP, 100% saturating CNP. activation, % at 10 µM. hit rate 0.11% among 370,000. AID 1920062;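 active means activation at 10 µM reaching about 35% in either raw or pattern-adjusted values, limit read from the data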
SMARCA2 activ: activators of SMARCA2 function; AID 652017; MG213 cells, MMTV-luciferase reporter, dexamethasone, overnight; hit rate 1% among 370,000; activation, % at 9.1 µM; in the data active means activation above about 7.8%;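 further: 0% = vehicle wells and 100% = reference activator wells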
NPR1 activator: GC-A (human) enzyme activation; P16066; hit rate 0.14% among 370,000; HEK293 GC-A cells, cGMP TR-FRET, EC30 ANP; 0% at EC30 ANP, 100% saturating ANP; activation, % at 10 µM; AID 1671463; in the data active means activation above about 40%
DAX1 inh-2: inhibitors of DAX1 repression of SF-1 activated StAR promoter; AID 652010; inhibition, % at 6.8 µM; HEK293T StAR-luciferase reporter, SF-1/DAX-1 repression relief; hit rate 1.1% among 370,000;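 active means inhibition above the mean over all tested compounds plus 3 SD, cut at about 3.6% in these data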;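 further: 0% = DAX-1 cells with DMSO and 100% = cells lacking DAX-1 with DMSO; higher inhibition means more luminescence from relief of DAX-1 repression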
sPLA2-III inh: Inhibits HGIII-sPLA2 liposome hydrolysis, primary screen; AID 743126; inhibition, % at 12.2 µM; QFRET BODIPY PC-A2 liposome hydrolysis, fluorescence; hit rate 0.56% among 370,000;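 active means inhibition above mean plus 3 SD of compounds lying within the high and low control bounds, cut at about 19% in these data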;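 further: 0% = median of test compound wells and 100% = no enzyme DMSO wells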
Target sequence (Q9NZ20 whole entry, looked up): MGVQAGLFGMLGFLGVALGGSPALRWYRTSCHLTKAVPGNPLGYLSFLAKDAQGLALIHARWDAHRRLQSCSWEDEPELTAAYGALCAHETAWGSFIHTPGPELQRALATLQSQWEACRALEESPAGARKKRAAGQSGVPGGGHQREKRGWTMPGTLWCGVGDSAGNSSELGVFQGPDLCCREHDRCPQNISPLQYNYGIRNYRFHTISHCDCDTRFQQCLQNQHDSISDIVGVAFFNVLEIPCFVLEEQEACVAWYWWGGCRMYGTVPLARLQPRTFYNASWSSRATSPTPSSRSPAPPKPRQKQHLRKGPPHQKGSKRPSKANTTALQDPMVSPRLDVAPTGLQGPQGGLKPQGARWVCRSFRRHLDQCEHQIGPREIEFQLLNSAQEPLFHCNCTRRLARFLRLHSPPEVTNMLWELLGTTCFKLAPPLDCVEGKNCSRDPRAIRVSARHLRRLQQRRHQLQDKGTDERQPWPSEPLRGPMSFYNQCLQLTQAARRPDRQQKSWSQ
hgDAF12 agonist: hgDAF-12 agonism, primary luciferase screen; activation, % at 6.8 µM; hit rate 1.8% among 370,000; HEK293 GAL4-hgDAF12 UAS-luciferase reporter, agonist luminescence; normalized to butyrate control;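 active means activation above a cutoff set at the mean of all screened compounds plus 3 SD, cut at about 10% in these data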;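 further: 0% = DMSO wells and 100% = sodium butyrate wells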
hcDAF-12 act: activates DAF-12 receptor from parasite H. contortus; HEK293 hcDAF-12 lit1-tk-luc reporter, luminescence; 0% DMSO, 100% Δ7-dafachronic acid; activation, % at 6.8 µM; hit rate 1.4% among 370,000; AID 652067;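 active means activation above the mean of all tested compounds plus 3 SD, cut at about 5.5% in these data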;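 further: 100% = response to 3 µM Δ7-dafachronic acid high control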
ADAM10 inh: ADAM10 inhibition, QFRET primary screen. O14672. AID 720582. inhibition, % at 7 µM. hit rate 0.62% among 370,000. recombinant ADAM10, EDANS/DABCYL FRET peptide cleavage, 3 h;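 active means inhibition above a per-campaign cutoff equal to the mean of compounds falling between control-based bounds plus 3 SD, cut at about 20% in these data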;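 further: 0% = DMSO wells while the 100% control is not disclosed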
Target sequence (O14672 214-748 limits assumed): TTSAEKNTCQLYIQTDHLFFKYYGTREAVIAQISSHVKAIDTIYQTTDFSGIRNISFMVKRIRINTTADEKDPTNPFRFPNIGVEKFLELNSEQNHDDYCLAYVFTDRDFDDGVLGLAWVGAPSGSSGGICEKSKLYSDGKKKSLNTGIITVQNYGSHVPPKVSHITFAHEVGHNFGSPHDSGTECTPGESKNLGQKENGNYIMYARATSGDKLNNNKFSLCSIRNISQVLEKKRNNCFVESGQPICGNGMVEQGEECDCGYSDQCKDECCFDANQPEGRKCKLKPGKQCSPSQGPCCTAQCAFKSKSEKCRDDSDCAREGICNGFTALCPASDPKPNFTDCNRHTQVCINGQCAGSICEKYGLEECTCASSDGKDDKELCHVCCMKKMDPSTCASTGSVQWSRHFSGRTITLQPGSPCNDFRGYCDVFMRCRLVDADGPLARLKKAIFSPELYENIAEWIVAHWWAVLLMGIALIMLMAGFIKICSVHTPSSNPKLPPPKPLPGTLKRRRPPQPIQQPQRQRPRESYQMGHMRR
Numbers without * were called inactive; i = inactive; · = no result given. No enrichment for hits. About 6.6% of those tested had a hit in this group.

SMILES	DAX1 inh-1	FXN GAA850 act	ssDAF12 agonist	GC-B act	SMARCA2 activ	NPR1 activator	DAX1 inh-2	sPLA2-III inh	hgDAF12 agonist	hcDAF-12 act	ADAM10 inh
O=C(NC(CC(=O)N1CCN(c2ccc([N+](=O)[O-])cc2)CC1)c1ccccc1)c1ccccc1Cl (centres undefined)	-0.1	2.0	-1.3	-13	-3	-18	-0.8	4	1.6	1.3	-1
CCCCN(CCCNc1ncnc2nc[nH]c12)c1ccccc1	-1.1	1.0	-1.8	-5	-3	-2	0.2	-18	-0.5	0.8	-11
CCN(CC)S(=O)(=O)c1ccc(S(=O)(=O)Nc2cc3c(cc2C(C)=O)OCO3)cc1	-0.9	1.1	-1.7	4	-1	-4	-0.6	-2	-2.0	-0.2	-1
CC1CC(C)CN(C(=O)CNS(=O)(=O)c2cccs2)C1 (centres undefined)	-0.8	1.4	-0.5	2	-1	-1	0.5	-3	2.5	0.5	-1
COC(=O)[C@H](CC(C)C)NS(=O)(=O)N[C@@H](CC(C)C)C(=O)OC	0.9	0.7	-0.5	8	0	3	0.1	-1	-0.5	2.2	-4
CCn1cc(/C=N/NC(=O)c2ccc3c(c2)OCO3)cn1	2.5	1.4	-0.5	2	0	-2	1.3	11	1.0	0.1	-4
CC1CCN(C(=O)COC(=O)c2ccc3ccccc3n2)CC1	-0.2	0.9	-0.4	3	2	2	0.0	6	4.9	-0.1	-17
COc1ccc(/C=N/OCC(=O)Nn2c(C)nc3ccccc3c2=O)cc1	-1.4	0.2	-1.8	2	-2	-2	0.5	-2	0.8	-0.7	0
CC(=O)NC1(C(F)(F)F)NC(=O)N(CC(C)C)C1=O (centres undefined)	-0.5	-1.2	-1.4	6	0	-1	-0.8	11	-1.7	-0.1	8
COc1ccc(NC(=S)N2CCN(S(=O)(=O)c3ccc(OC)cc3)CC2)cc1	-0.1	0.7	-1.1	3	0	4	-0.3	0	-1.7	-2.1	-1
O=C(/C=C/c1c(Cl)cccc1Cl)n1cccn1	-1.3	-0.6	-0.5	3	5	4	0.0	3	-0.3	-0.1	0
CC1CCN(c2cc(N3CCC(C)CC3)c([N+](=O)[O-])cc2/C=C(\C#N)c2nn(-c3ccccc3)c(N)c2C#N)CC1	0.4	1.7	-0.6	1	3	-1	0.3	5	-0.9	1.6	4
Cn1c(SCC(=O)N/N=C/C=C\c2ccccc2[N+](=O)[O-])nc2ccccc21	0.2	0.1	-0.7	-13	0	-9	-0.6	3	-0.1	2.7	9
O=CN(Cc1ccco1)C1(C(=O)NC2CCCCC2)CCCCC1	4.1	1.2	-1.3	4	0	-6	-0.4	1	0.4	0.3	7
O=c1[nH]c(-[n+]2ccc3ccccc3c2)c(/C=N/N=C(\[O-])c2ccccc2)s1	1.0	5.1	0.8	9	1	3	2.1	-19	8.5	9.0*	-122
CC(C)Cn1c(=O)c2c(c3ccccc31)OC(C)C(=O)N2 (centres undefined)	0.4	4.7	-0.1	0	0	2	0.5	1	1.6	2.3	-1
CC1=CC(C)(C)[N+](C)(C)c2ccccc21	0.2	2.7	-1.4	0	2	3	-0.3	1	-0.3	-0.4	-1
COC(=O)c1ccc(CN2CCN(CCC(C)C)C(CCO)C2)cc1 (centres undefined)	-0.7	1.5	-1.5	4	-2	2	0.1	-5	-0.8	1.3	6
C=C1CC2(CC(c3ccccc3)OC(c3ccccc3)C2)OC1=O (centres undefined)	-4.6	-7.5	-1.8	-14	-11	-23	-3.9	3	-16	-3.7	15
COc1ccc(C(=O)NCC(=O)OCC(=O)NC(=O)NC2CCCCC2)cc1OC	-0.8	2.8	-1.0	2	-2	0	0.1	5	1.1	-1.3	5
O=C(CS(=O)(=O)c1ccc(Br)cc1)N1CCOCC1	1.6	1.1	-0.5	-2	-1	0	1.0	4	1.4	-0.5	-9
CC(C)c1ccc(Oc2cccc3c2S(=O)(=O)N(C2CCCC2)CC(COCc2ccccc2)O3)cc1 (centres undefined)	0.9	0.6	-0.9	-1	-2	1	-0.9	6	-0.8	-1.2	-20
Nc1c(C(=O)N/N=C/c2cccnc2)oc2nc(-c3ccco3)cc(-c3ccco3)c12	·	-1.4	0.9*	4	-2	2	-0.5	8	1.4	2.5	-237
Cc1ccc(-c2csc3nc[nH]c(=O)c23)c(C)c1	-0.3	-1.3	-1.0	-1	-1	-4	-0.2	-9	1.2	-2.5	7
CNc1ccc(S(=O)(=O)NC)cc1[N+](=O)[O-]	-0.2	3.6	-1.0	3	-3	-4	0.0	3	-3.1	-1.3	-1
CC(C)OC(=O)c1c(NC(=O)CCn2nnc3ccccc32)sc2c1CCCC2	1.0	-1.7	-1.4	-3	1	-7	-0.5	-4	0.4	-0.2	0
CCn1c2ccccc2c2cc(NC(=O)c3ccc(C)c([N+](=O)[O-])c3)ccc21	-0.5	3.7	-1.6	-2	0	-2	-0.8	8	2.6	-2.6	8
COc1cnc(-c2ccccn2)nc1Oc1ccc(Cl)c2ccccc12	-0.1	2.8	-1.2	-9	0	-4	-1.4	5	-3.4	0.0	4
Cc1nc2ccccc2c2oc(C(=O)N3CCN(C(=O)c4ccco4)CC3)cc12	0.8	-0.2	0.3	2	-1	-2	-0.1	-4	2.8	5.5	-5
O=c1[nH]c2ccc(NC(=S)NC3CCCCC3)cc2[nH]1	2.9	-0.3	-1.8	-3	-5	-1	-1.3	9	0.8	-1.0	9
CCN(CC)c1ccc(C=C2C(=O)OC3(CCCCC3)OC2=O)cc1	1.5	-1.6	-0.7	5	-4	14	-1.5	11	3.1	-0.7	-11
O=C(CNC(=O)c1cccc(-n2cnnn2)c1)Nc1ccc(F)c(F)c1	-0.1	2.9	-1.0	-3	1	-1	-2.8	5	1.7	-1.2	-12
CC1CCN(S(=O)(=O)c2cc(C(=O)NC3(C)CCS(=O)(=O)C3)ccc2Br)CC1 (centres undefined)	-0.4	-0.5	-1.0	-6	-2	0	-1.4	-2	-2.3	0.0	-6
COc1ccc(OCCCn2cccc2/C=C2/C(=N)N3OC(C)=CC3=NC2=O)cc1	-0.6	-0.6	-0.7	2	-4	-2	0.0	-28	-0.2	-2.3	24*
COC(=O)[C@]12CCCCC=C1N(Cc1ccc3c(c1)OCO3)C(=O)[C@H](CC(=O)N1CCSCC1)C2	·	·	-1.5	5	-3	0	-0.1	5	-3.0	-2.8	-12
CCOC(=O)c1ccc(NCCc2ccc(OC)c(OC)c2)c(N)c1	-0.7	0.3	-1.1	-1	3	5	-0.3	-13	4.8	-2.4	0
COc1nccc(NCc2ccccc2)c1C#N	·	3.2	-0.9	3	-2	1	0.5	5	-1.2	-1.0	-5
O=C(O)c1cc(-c2ccccc2)n[nH]1	1.0	-0.8	-1.4	3	4	-1	-0.3	-1	0.4	-0.6	-1
COCCN1C(=O)c2ccc(C(=O)NCc3cccnc3)cc2C1=O	-0.5	1.4	-1.6	2	-2	1	0.1	3	1.2	1.1	-4
COC(=O)c1ccn(-c2nc(-c3ccco3)cc(C(F)(F)F)n2)n1	2.5	-0.8	-1.7	3	1	2	-1.0	6	-0.2	-1.9	-250
O=C(C1CCN(CCCc2ccccc2)CC1)N1CCCCC1	0.6	0.1	-1.3	3	2	2	0.0	6	-4.4	-2.0	6
COc1ncnc2c1oc1ccccc12	0.7	5.7	-0.1	-5	12*	-4	0.8	4	8.5	5.3	11
CCOC(=O)CSc1ccc2nnc(CCNS(=O)(=O)c3ccc(C)cc3)n2n1	0.4	0.7	-2.1	3	-4	1	0.6	-4	-0.8	-0.8	-9
Cc1ccc(C)c(S(=O)(=O)NCc2ccc(C(=O)NCc3ccccn3)cc2)c1	0.9	1.5	-1.1	3	1	-5	-0.6	-15	-2.9	-0.8	-5
C=CC[C@@H](CC(=O)N[C@@H](CO)Cc1ccccc1)C(=O)NCCOC(=O)[C@@H](CC=C)Cc1ccc(F)cc1	0.4	-1.9	-0.7	-2	-3	1	-0.6	-24	-2.1	-0.7	2
C=C1C(=O)[C@]23C[C@H]1CC[C@H]2[C@]1(C)CCC[C@@](C)(C(=O)OC)[C@H]1C[C@@H]3O	·	·	-3.4	38*	-7	19	-7.4	3	-18	-9.8	1
CC1CC(C)CN(C(=O)c2cc3c(s2)CCC3)C1 (centres undefined)	-0.4	1.5	-1.2	8	-1	-2	0.6	5	-1.2	-0.8	1
NC(=O)C1CCN(C(=O)NC(=O)c2ccccc2)CC1	1.8	0.0	-0.8	0	4	4	-0.2	0	-3.3	-0.6	-1

Reprinted at random: 4 entries already listed
SMILES	DAX1 inh-1	FXN GAA850 act	ssDAF12 agonist	GC-B act	SMARCA2 activ	NPR1 activator	DAX1 inh-2	sPLA2-III inh	hgDAF12 agonist	hcDAF-12 act	ADAM10 inh
O=C(O)c1cc(-c2ccccc2)n[nH]1	1.0	-0.8	-1.4	3	4	-1	-0.3	-1	0.4	-0.6	-1
C=CC[C@@H](CC(=O)N[C@@H](CO)Cc1ccccc1)C(=O)NCCOC(=O)[C@@H](CC=C)Cc1ccc(F)cc1	0.4	-1.9	-0.7	-2	-3	1	-0.6	-24	-2.1	-0.7	2
O=C(C1CCN(CCCc2ccccc2)CC1)N1CCCCC1	0.6	0.1	-1.3	3	2	2	0.0	6	-4.4	-2.0	6
NC(=O)C1CCN(C(=O)NC(=O)c2ccccc2)CC1	1.8	0.0	-0.8	0	4	4	-0.2	0	-3.3	-0.6	-1

(more compounds)
SMILES	DAX1 inh-1	FXN GAA850 act	ssDAF12 agonist	GC-B act	SMARCA2 activ	NPR1 activator	DAX1 inh-2	sPLA2-III inh	hgDAF12 agonist	hcDAF-12 act	ADAM10 inh
COc1ccccc1NC(=O)c1ccc(-n2ccnc2)c([N+](=O)[O-])c1	0.2	-1.3	-1.0	-4	0	-2	0.0	4	0.6	-2.0	-6
COc1cc(C2CC(=O)OC3=C2C(=O)CC(C)(C)C3)cc(OC)c1OC (centres undefined)	0.6	-0.4	-1.3	0	0	0	-0.4	5	1.0	-2.0	0
COCCCNC(=O)/C(C#N)=C/c1c(N2CCCCCC2)nc2ccccn2c1=O	0.2	1.5	-1.4	14	1	9	-0.4	1	-1.6	-3.2	i
COc1ccc(C2c3c(oc4ccccc4c3=O)C(=O)N2CCN2CCOCC2)cc1OC (centres undefined)	-0.8	0.9	-1.1	2	-3	-2	-0.2	0	-0.5	-0.4	-42
S=C(NCCN1CCOCC1)C(=S)NCCN1CCOCC1	-0.6	-1.1	-1.1	0	-2	1	0.6	10	-1.5	3.1	-10
CCCCn1c(CNC(=O)C23CC4CC(CC(C4)C2)C3)nnc1SC(C)CC (centres undefined)	0.2	3.1	-0.3	5	1	1	-0.1	-6	0.5	-3.1	9
O=C(c1c(F)cccc1Cl)N(Cc1ccco1)C1CCS(=O)(=O)C1 (centres undefined)	0.8	-0.5	-0.5	2	-3	3	0.6	6	1.2	-0.4	-9
C/C(CCc1ccccc1)=N\NC(=O)C1C2CCCCC21 (centres undefined)	0.6	1.7	-1.2	1	-3	4	0.7	5	0.8	0.1	0
O=C(Nc1cccc2ccccc12)OC1C=CS(=O)(=O)C1 (centres undefined)	-2.9	-7.1	-1.7	3	-2	-1	-2.5	6	-7.1	-2.5	-10
